Bioassay records as filed in PubChem BioAssay.
GPR151 ag – activators of human GPR151, primary screen, cell-based, PathHunter beta-arrestin, luminescence; G-protein coupled receptor 151 (Homo sapiens), Q8TDV0; PathHunter beta-arrestin GPR151 cells; activation, % at 11.2 µM; hit rate 1% among 650,000; AID 1508602, 2020; in the data active = activation above about 4.9%;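 note: 0% = median of compound wells and 100% = cells with positive control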
Target sequence (Q8TDV0 whole entry, looked up): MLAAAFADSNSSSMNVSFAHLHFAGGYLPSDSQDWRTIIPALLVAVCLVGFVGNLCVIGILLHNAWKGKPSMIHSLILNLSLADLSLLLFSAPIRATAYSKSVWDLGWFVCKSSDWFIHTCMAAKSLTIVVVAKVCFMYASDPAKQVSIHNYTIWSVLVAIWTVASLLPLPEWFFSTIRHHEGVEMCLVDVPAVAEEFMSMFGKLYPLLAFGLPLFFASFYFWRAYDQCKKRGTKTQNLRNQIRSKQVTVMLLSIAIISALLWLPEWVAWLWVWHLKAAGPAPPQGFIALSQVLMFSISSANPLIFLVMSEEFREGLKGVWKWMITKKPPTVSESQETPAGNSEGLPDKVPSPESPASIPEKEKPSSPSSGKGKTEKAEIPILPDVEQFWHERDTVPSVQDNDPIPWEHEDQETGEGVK
FBW7 act – FBW7 E3 ligase activators, primary screen, biochemical, AlphaScreen, human. AlphaScreen FBW7–phospho-cyclin E peptide binding, activator screen. normalized activity (activation), % at 26.1 µM. hit rate 0.13% among 650,000. AID 1259310, 2017; in the data active = normalized activity above about 1.9%;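 note: purified mutant Fbw7 with reduced substrate affinity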
MITF primary – MITF inhibitors, primary screen, biochemical, AlphaScreen, human | AlphaScreen MITF homodimerization, bead proximity signal | Microphthalmia-associated transcription factor (Homo sapiens), O75030 | AID 1259374, 2018 | hit rate 0.91% among 650,000 | inhibition, % at 2.6 µM; in the data active = inhibition above about 50%;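 note: 0% = vehicle wells with protein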
Target sequence (O75030 whole entry, looked up): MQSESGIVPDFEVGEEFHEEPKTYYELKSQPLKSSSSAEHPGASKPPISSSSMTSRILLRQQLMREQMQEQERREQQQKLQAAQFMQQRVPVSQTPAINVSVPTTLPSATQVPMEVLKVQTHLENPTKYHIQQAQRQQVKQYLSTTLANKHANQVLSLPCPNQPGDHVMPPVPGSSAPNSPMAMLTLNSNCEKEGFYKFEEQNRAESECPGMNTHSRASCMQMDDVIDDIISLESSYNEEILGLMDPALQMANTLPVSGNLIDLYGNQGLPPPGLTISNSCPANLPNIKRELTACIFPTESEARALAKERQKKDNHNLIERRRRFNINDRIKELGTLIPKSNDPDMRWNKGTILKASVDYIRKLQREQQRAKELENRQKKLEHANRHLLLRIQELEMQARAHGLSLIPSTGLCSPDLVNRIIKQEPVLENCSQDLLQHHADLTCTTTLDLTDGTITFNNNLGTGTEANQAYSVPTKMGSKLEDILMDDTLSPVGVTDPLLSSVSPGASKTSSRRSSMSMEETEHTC
TEAD-YAP block – TEAD-YAP interaction inhibition, primary screen, TEAD-YAP interaction inhibitor project, luminescence, HEK-TIYL cells. TEAD-Gal4/YAP UAS-luciferase luminescence. inhibition, % at 9.12 µM. hit rate 1.4% among 640,000; in the data active = inhibition above about 32%;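 note: 0% = median of test compound wells and 100% = reference inhibitor wells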
Starred values were filed as active, the others as inactive; . = no result given.

SMILES	GPR151 ag	FBW7 act	MITF primary	TEAD-YAP block
COCCNC(=O)C(=O)NNC(=O)c1ccccc1C	0.3	0.3	-15	6
Cc1cccc(CN2CCC(N3CCN(Cc4ccncc4)CC3)CCC2=O)c1 (centres undefined)	3.9	-0.2	-6	-6
Cc1cc(OCC(=O)Nc2ccccc2CO)ccc1Cl	1.5	0.2	18	-11
COc1ccc(C2C3=C(CC(C)(C)CC3=O)NC3=C2C(=O)CC(C)(C)C3)cc1	-0.5	-0.1	9	4
COc1ccc(-c2nnc(NC(=O)c3ccc(C(C)(C)C)cc3)s2)cc1OC	-1.5	0.1	5	12
CN(C)c1ccc(C2CC(c3ccc(Br)cc3)=NN2S(C)(=O)=O)cc1 (centres undefined)	-0.9	0.3	21	-54
CS(=O)(=O)Nc1cccc(-c2cn3c(n2)SCC3)c1	0.7	0.8	10	-10
O=C1CSC(c2ccccc2[N+](=O)[O-])N1c1ccc(O)cc1 (centres undefined)	-0.9	0.1	16	9
O=C(NCc1ccc2c(c1)OCO2)C(=O)Nc1cccc(Br)c1	-0.5	0.2	-11	-10
CC(=O)c1cccc(NC(=O)N(CCN(C)C)C2CCN(c3nc(C)cc(C)n3)CC2)c1	1.3	0.1	-15	-6
CC(CC(=O)NCCc1c[nH]c2ccccc12)CC1=NS(=O)(=O)c2ccccc2N1 (centres undefined)	-1.8	0.4	26	5
CCC(=O)Nc1nnc(S(=O)(=O)N2CCCCCC2)s1	0.9	0.3	14	6
O=C(Nc1ccc(Cl)cc1F)c1ccco1	-0.1	0.1	6	-62
O=c1[nH]c2ccccc2n1CCCSc1nc2ccccc2[nH]1	-0.5	0.0	-3	-22
COc1ccc(NC(=S)NCCN2CCOCC2)c(OC)c1	-0.8	-0.2	-6	4
CC(/C=N/NC(=O)CCc1n[nH]c(=O)[nH]c1=O)=C\c1ccccc1	0.5	0.7	18	-9
CC1CCCCN1Cn1cnc2c1c(=O)n(C)c(=O)n2C (centres undefined)	0.1	-0.2	3	6
O=C(/C=C/c1cccs1)NC1CCS(=O)(=O)C1 (centres undefined)	0.2	0.1	1	6
O=C(CN1CCC(O)(c2cccnc2)CC1)N1CCCCCC1	-0.4	0.1	8	1
CCN1CCCC1CNC(=O)c1cc2c(C)nc3ccccc3c2o1 (centres undefined)	0.2	0.1	2	-3
Cc1ccc(NC(=O)C(c2ccccc2)N2CC(=O)Nc3ccccc32)cc1 (centres undefined)	0.1	-0.1	-7	10
Cc1c(Cl)cccc1NC(=O)CSc1nccc(=O)[nH]1	5.3*	0.4	6	11
O=C(Cc1ccccc1)Nc1ccc(-c2nc3ncccc3o2)cc1	-0.3	-0.1	-21	-7
Cc1cccc(NC(=O)c2cc(=O)c3ccccc3o2)n1	-1.6	-0.2	-5	-31
CC(=O)N1CCOc2cc(S(=O)(=O)Nc3ccccc3Br)ccc21	0.4	0.1	18	3
Cc1cc(=O)oc2cc(OC(=O)CCNC(=O)OC(C)(C)C)ccc12	1.3	0.0	3	-5
CC(C)n1cc(C(=O)NCCc2nc(-c3ccncc3)n[nH]2)cn1	-1.0	0.0	13	5
O=C(NCCn1cc(SCc2ccc(Br)cc2)c2ccccc21)c1ccc(F)cc1	5.0*	-0.1	1	3
CCc1ccc(NC(=O)C2CC(=O)N(c3ccc(Br)cc3)C2)cc1 (centres undefined)	0.1	0.1	-4	8
CCCC1c2ccc(C)n2CCN1C(=O)Nc1ccccc1OCC (centres undefined)	-0.4	-0.1	12	-9
CN(C)c1ccc(/C=N/N2CC(O)=C(c3nc4ccccc4s3)C2=N)cc1	0.6	-0.1	-4	-3
Cc1ccccc1CC1(CO)CCCN(C(=O)CCC(=O)c2ccccc2)C1 (centres undefined)	0.0	0.0	-16	-17
O=C(CCCC1=NS(=O)(=O)c2ccccc2N1)OCc1ccc(F)cc1	0.6	0.1	-11	-2
CCOc1ccc(-c2cc(=O)c3cc(O)ccc3o2)cc1	-1.4	-0.2	8	47*
C=CCSc1nnc2c(n1)OC(c1ccc(OC(C)=O)c(OCC)c1)N(C(C)=O)c1ccccc1-2 (centres undefined)	-1.2	0.3	-5	-3
O=S(=O)(NCCc1csc(-c2cccnc2)n1)c1ccc(Oc2ccccc2)cc1	0.1	0.2	-12	1
Cc1nc2c(C(=O)NC3CC3)cnn2c(C)c1Cc1ccccc1Cl	-0.6	0.7	5	-3
COc1ccc(CNCCC2CCC(=O)N2CC(O)COc2cccc(OC)c2)cc1 (centres undefined)	0.4	-0.1	-9	-4
O=C(NC(=S)Nc1ccccc1C(=O)O)c1ccc(F)cc1	-2.0	0.0	13	8
O=S(=O)(Nc1ccc(S(=O)(=O)N2CCCCCC2)cc1)c1ccc2ccccc2c1	1.8	0.1	6	3
COc1ccc2nc(SCC(=O)Nc3nc4ccc([N+](=O)[O-])cc4s3)[nH]c2c1	0.1	0.9	6	-2
O=C1c2cccc3cc([N+](=O)[O-])cc(c23)C(=O)N1Nc1ccc([N+](=O)[O-])cc1[N+](=O)[O-]	0.0	0.8	6	8
O=C(O)c1ccccc1C(=O)Nc1ccccc1Cl	-2.2	0.8	10	-14
Oc1cccc2ccc(/C=C/c3ccccc3)nc12	-7.0	-0.1	2	32*
O=C(CSc1nnc2ccc3ccccc3n12)c1ccccc1	1.7	0.1	10	-27
CCOc1ccc(C(=O)Nc2ccccc2C(F)(F)F)cc1[N+](=O)[O-]	-0.6	0.7	-8	-14
COc1ccc(CNC(=O)CSCc2ccc(Cl)s2)cc1	-0.6	-0.1	6	1
C=Cc1ccc(Cn2c(C)c(CNCc3ccc(Cl)cc3)c(C(=O)O)c2C)cc1	-0.7	-0.2	9	6
COc1ccc(CN(Cc2ccccn2)S(=O)(=O)c2cccc(F)c2)cc1OC	-0.7	-0.2	-4	3
COCCn1c(=O)[nH]c2cc(C(=O)O)ccc21	0.3	1.0	17	9
O=C(CSc1nc2ccsc2c(=O)n1Cc1ccc2c(c1)OCO2)c1cccc([N+](=O)[O-])c1	0.3	0.0	16	-1
COc1ccc(-c2nc3c(NCCc4ccc(O)cc4)ncnc3n2C(C)C)cc1	-0.6	0.0	2	0
CC1C=CCC2C(=O)N(c3ccc4c(c3)OCO4)C(=O)C12 (centres undefined)	2.8	0.0	11	-4
O=C(NC1CCCCC1)[C@H]1C=CCN1C(=O)c1ccccc1F	-0.3	-0.1	-10	-1
NC(=O)COc1ccc(S(=O)(=O)N2CCOCC2)cc1	-1.6	0.0	17	2
CCN1C(=O)/C(=C/c2ccc(OCC(=O)OC)c(OC)c2)SC1=S	-0.5	0.6	17	0
CC/C(=C/C(=O)c1ccncc1)Nc1ccccc1O	0.5	-0.1	2	-5
COc1ccc2cc(CN(CC3CCCO3)S(=O)(=O)c3ccccc3)c(=O)[nH]c2c1 (centres undefined)	0.0	0.1	3	4
CCN(CC)S(=O)(=O)c1ccc(NC(=O)c2ccc(C)cc2)cc1	0.8	-0.3	-16	-9
CC(C)=CCN1CCc2nnc(CNC(=O)Cc3cccc(F)c3)n2CC1	1.7	0.1	9	-25

Arranged by formula weight (high to low): part of the list above
SMILES	GPR151 ag	FBW7 act	MITF primary	TEAD-YAP block
CN(C)c1ccc(C2CC(c3ccc(Br)cc3)=NN2S(C)(=O)=O)cc1 (centres undefined)	-0.9	0.3	21	-54
COc1ccc(-c2nnc(NC(=O)c3ccc(C(C)(C)C)cc3)s2)cc1OC	-1.5	0.1	5	12
CCc1ccc(NC(=O)C2CC(=O)N(c3ccc(Br)cc3)C2)cc1 (centres undefined)	0.1	0.1	-4	8
CS(=O)(=O)Nc1cccc(-c2cn3c(n2)SCC3)c1	0.7	0.8	10	-10
Cc1cccc(NC(=O)c2cc(=O)c3ccccc3o2)n1	-1.6	-0.2	-5	-31

The results go on.
SMILES	GPR151 ag	FBW7 act	MITF primary	TEAD-YAP block
Cc1cc(=O)n2nc(N3CCC(C(=O)NCCC4=CCCCC4)CC3)sc2n1	-0.9	0.1	-5	-2
O=C1NN(c2ccccc2)C(=O)/C1=C/c1ccc(-c2ccc(F)cc2)o1	0.3	0.3	16	-1
Cc1ccc(CSc2nc3ccccc3c(=O)n2CCCC(=O)NCc2ccco2)cc1	0.1	-0.1	-2	5
CCCC(=O)Nc1nnc(S(=O)(=O)Nc2ccccc2)s1	-0.6	0.3	8	2
O=C(NCc1cccs1)C1C2C=CC3(CN(Cc4cccs4)C(=O)C13)O2 (centres undefined)	-0.5	0.3	3	9
CCn1nc(C)c(CNC(=O)c2ccc(OC3CCN(Cc4ccccn4)CC3)cc2)c1C	-0.5	0.0	9	52*
O=C(CSc1ccc(C(F)(F)F)cc1[N+](=O)[O-])Nc1ccccc1	0.2	0.2	10	-6
O=C(NCCc1ccc(O)cc1)c1ccnc(N2CCC(N3CCOCC3)CC2)c1	1.4	0.0	-2	-9
CCCCCCCn1c(SCC(N)=O)nc2c1c(=O)[nH]c(=O)n2C	-0.5	0.5	3	-9
CCOc1ccccc1C(=O)Nc1nc(-c2ccc3c(c2)CCN3C(=O)CC)cs1	-0.1	0.0	11	-2
CC(C)(C)NS(=O)(=O)c1cc(Cl)ccc1Cl	-0.3	0.0	8	0
CCOc1cc(C2C3=C(CCCC3=O)N(C)C3=C2C(=O)CCC3)ccc1OCC(=O)O	0.5	0.1	10	1
COc1ccc(C2C(C#N)=C(N)Oc3n[nH]c(C)c32)cc1OCc1ccc(C(=O)OCC(C)C)cc1 (centres undefined)	-0.8	0.0	17	-6
CC(C)CCNC(=O)/C=C/c1ccc2c(c1)OCO2	-0.8	0.2	-24	-65
CCC1CCCCN1C(=O)CCc1nnc(Cc2cc(OC)ccc2OC)o1 (centres undefined)	-0.6	0.1	6	-37
CC(C)(C)NS(=O)(=O)c1ccc(-c2ccc(S(=O)(=O)NC(C)(C)C)cc2)cc1	1.1	0.1	-9	16
Cc1nc(NC2CCCCCC2)c2c3c(sc2n1)CCCC3	-0.8	-0.5	1	-4
O=C1N[C@@H](Cc2ccccc2)C(=O)N2C[C@@H](NCc3nc(-c4ccccc4)cs3)C[C@@H]12	-0.3	-0.2	3	3
CCCCCC(O)/C=C/C=C\C/C=C\C/C=C\CCCC(=O)O (centres undefined)	2.7	.	6	.
CC(C)n1cc(C(=O)c2ccccc2OCc2ccc(C#N)cc2)cc(C#N)c1=O	0.2	0.3	-4	-3
COC(=O)c1cccc(NC(=O)C(C)N2C(=O)c3ccccc3C2=O)c1 (centres undefined)	-0.3	0.0	6	1
CCc1ccc(NC(=O)c2cc(C)on2)cc1	-1.2	0.2	2	-45
O=C(COC(=O)c1ccccn1)Nc1ccc(Cl)cc1	-0.5	-0.3	11	11
O=C(O)CCN1C(=O)C2CC=CCC2C1=O (centres undefined)	-1.0	0.6	7	0
COc1cccc(OCC(O)CN2CC(C)CC(C)C2)c1 (centres undefined)	0.1	0.0	-11	5
O=C(CSc1ccc(F)cc1)NC12CC3CC(CC(C3)C1)C2	1.2	0.2	18	-3
CCN1CCN(C(c2cccs2)c2nnnn2Cc2ccccc2)CC1 (centres undefined)	-0.7	0.0	-1	-12
COc1ccc(Cl)cc1NC(=O)c1sc2nc3n(c(=O)c2c1C)CCCC3	-2.6	0.1	-4	0
Cc1ccc(NC(=O)c2nn3c(C(F)(F)F)cc(-c4cc(Br)cs4)nc3c2Br)cc1C	-0.9	-0.1	-1	2
CCn1c(SCC(=O)NCc2ccc(OC)cc2)nnc1-c1ccc(N)cc1	3.6	0.0	-4	1
CC(C)CCN1CCN2C(=O)[C@H](Cc3ccccc3)N(C)C(=O)[C@H]2C1	-0.2	0.0	13	5
CCOC(=O)C(C(=O)NCc1cccnc1)C1CCCCC1 (centres undefined)	-1.0	0.1	-3	1

Structures shown so far containing an NH in an aromatic ring:
SMILES	GPR151 ag	FBW7 act	MITF primary	TEAD-YAP block
CC(CC(=O)NCCc1c[nH]c2ccccc12)CC1=NS(=O)(=O)c2ccccc2N1 (centres undefined)	-1.8	0.4	26	5
O=c1[nH]c2ccccc2n1CCCSc1nc2ccccc2[nH]1	-0.5	0.0	-3	-22
CC(/C=N/NC(=O)CCc1n[nH]c(=O)[nH]c1=O)=C\c1ccccc1	0.5	0.7	18	-9
Cc1c(Cl)cccc1NC(=O)CSc1nccc(=O)[nH]1	5.3*	0.4	6	11
CC(C)n1cc(C(=O)NCCc2nc(-c3ccncc3)n[nH]2)cn1	-1.0	0.0	13	5
COc1ccc2nc(SCC(=O)Nc3nc4ccc([N+](=O)[O-])cc4s3)[nH]c2c1	0.1	0.9	6	-2
COCCn1c(=O)[nH]c2cc(C(=O)O)ccc21	0.3	1.0	17	9
COc1ccc2cc(CN(CC3CCCO3)S(=O)(=O)c3ccccc3)c(=O)[nH]c2c1 (centres undefined)	0.0	0.1	3	4
CCCCCCCn1c(SCC(N)=O)nc2c1c(=O)[nH]c(=O)n2C	-0.5	0.5	3	-9
COc1ccc(C2C(C#N)=C(N)Oc3n[nH]c(C)c32)cc1OCc1ccc(C(=O)OCC(C)C)cc1 (centres undefined)	-0.8	0.0	17	-6
